# hiPSC survival: enhancers of human iPSC single-cell survival; survival enhancement, % at 20 µM; actives 0.044% (n = 360,000); AID 602274; hiPSC single-cell survival, ATPlite luminescence; 100% = ROCK inhibitor wells, 0% = DMSO; in the data active = survival enhancement above about 18%;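 note: cells exposed to compounds for 16 hours before the ATP read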
# CaV13 FRET inh: Disruptors of the CACNA1D IQ motif to Ca2+-dependent inactivation inhibitor domain association, primary screening, Förster resonance energy transfer in intact living …. HEK cells, CFP/YFP FRET ICDI-IQ, plate reader, 10 min; percent FRET-ratio fall versus neutral wells. inhibition, % at 12.3 µM. actives 0.098% (n = 340,000). AID 743397;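 active = mean replicate inhibition of at least 30% and at least 1% of replicates passing that level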;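 note: 0% = median of the neutral control wells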
# Shn3 3UTR inh: reduces Shn3 3'UTR luciferase signal in osteoblasts; Clone20 osteoblast Shn3 3'UTR firefly luciferase, 24 h; inhibition, % at 12.5 µM; actives 0.52% (n = 360,000);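 active = mean inhibition of at least 75% with every replicate also reaching 75%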;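 note: 0% = median of neutral control wells and 100% = pilot-screen positive control compound; some compounds past the cut are filed as inactive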
# m5-HT2A agonist: activates the mouse 5-HT2A serotonin receptor. P35363. CHO-K1 mHTR2A beta-arrestin complementation, luminescence; percent of 30 µM serotonin response. activation, % at 7.6 µM. actives 0.66% (n = 360,000). AID 624169;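 active = activation above a run cutoff, the mean activation of all tested compounds plus 3 SD, cut at about 14% in these data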;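 note: 0% = plate median of compound wells and 100% = 30 µM serotonin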
# Peg3 promoter: reduces Peg3 promoter-driven luciferase expression in HeLa; actives 1.7% (n = 360,000); HeLa PEG-Prom luciferase reporter, luminescence, overnight; inhibition, % at 20 µM;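 active = inhibition of at least 50% at 20 µM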
# MITF TRPM1 inh: reduces MITF-dependent TRPM1 promoter luciferase signal. actives 0.83% (n = 330,000). inhibition, % at 12.5 µM. SK-MEL-5 TRPM1 promoter luciferase, 24 h;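 active = mean inhibition across replicates of 60% or more, whatever share of single replicates reaches that level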; note: values of inactives mirror those of a sister screen read the other way
# NR2E3 ag-1: human photoreceptor-specific nuclear receptor agonism; Q9Y5X4; CHO-S Gal4-NCOR/VP16-NR2E3 two-hybrid, luciferase; inhibition of corepressor binding, % at 3.98 µM; actives 0.35% (n = 360,000); AID 602229;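 active = inhibition above the mean of all tested compounds plus 3 SD, cut at about 70% in these data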;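 note: 0% = DMSO with NR2E3 transfected cells and 100% = cells lacking NR2E3 construct; higher means lower luciferase signal from less NR2E3 corepressor binding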
# Target sequence (Q9Y5X4 whole entry, looked up, the tested form may be a part): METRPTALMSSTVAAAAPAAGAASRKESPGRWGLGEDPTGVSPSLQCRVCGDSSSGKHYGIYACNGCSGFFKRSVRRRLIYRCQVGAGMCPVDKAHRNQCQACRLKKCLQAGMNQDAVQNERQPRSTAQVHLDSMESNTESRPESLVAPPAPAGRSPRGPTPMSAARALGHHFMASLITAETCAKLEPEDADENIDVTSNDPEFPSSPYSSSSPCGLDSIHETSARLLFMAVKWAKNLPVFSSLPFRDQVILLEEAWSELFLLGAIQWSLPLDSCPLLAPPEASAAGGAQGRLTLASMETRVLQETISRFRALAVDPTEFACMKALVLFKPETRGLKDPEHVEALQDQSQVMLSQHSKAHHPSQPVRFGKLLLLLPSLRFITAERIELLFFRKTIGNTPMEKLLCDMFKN
# PDI inh: blocks human protein disulfide isomerase activity. actives 0.052% (n = 350,000). P07237. PDI insulin aggregation turbidity, A650, 90 min. inhibition, % at 10 µM. AID 588391;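 active = mean inhibition across replicates of 30% or more, whatever share of single replicates reach that level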;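 note: absorbance from insulin aggregation driven by PDI reduction with DTT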
# Target sequence (P07237 whole entry, looked up): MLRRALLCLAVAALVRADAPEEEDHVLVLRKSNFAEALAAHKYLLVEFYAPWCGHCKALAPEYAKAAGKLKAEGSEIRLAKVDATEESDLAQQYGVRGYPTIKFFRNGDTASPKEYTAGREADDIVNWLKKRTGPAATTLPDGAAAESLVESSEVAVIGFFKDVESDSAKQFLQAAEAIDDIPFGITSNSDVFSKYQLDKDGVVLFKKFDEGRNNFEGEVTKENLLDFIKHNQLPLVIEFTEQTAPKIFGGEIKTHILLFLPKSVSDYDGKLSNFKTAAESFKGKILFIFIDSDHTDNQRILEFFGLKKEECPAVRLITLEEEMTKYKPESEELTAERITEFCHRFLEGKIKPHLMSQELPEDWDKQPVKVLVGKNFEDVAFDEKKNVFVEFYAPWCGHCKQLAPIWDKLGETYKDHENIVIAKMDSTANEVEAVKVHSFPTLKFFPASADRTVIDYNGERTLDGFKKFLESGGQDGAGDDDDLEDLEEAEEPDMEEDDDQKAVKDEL
# HIF-2a inh: inhibitors of HIF-2a; actives 0.72% (n = 360,000); inhibition, % at 18.8 µM; 786-0 RCC cells HIF-2a reporter, luciferase luminescence, overnight;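 active = inhibition of the luminescence signal of 40% or more relative to plate controls, in a single-dose primary screen at 18.75 µM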
# Cardio protect: protects H9c2 cardiomyocytes from peroxide injury | H2O2 injury protection, ATPLite, 2 h | AID 588492 | protection from H2O2 cell death, % at 20 µM | actives 0.63% (n = 360,000);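 active = compounds giving at least 50% protection of heart cells from peroxide-induced death in the single-dose screen, raw or plate-pattern-corrected value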;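 note: 0% = DMSO wells with peroxide and 100% = DMSO wells without peroxide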
# NR2E3 ag-2: NR2E3 (human) agonism | Q9Y5X4 | GST-NR2E3/biotin-RetCOR TR-FRET, 1536-well | inhibition of corepressor binding, % at 4.78 µM | actives 0.12% (n = 320,000) | AID 2300;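 active = percent inhibition above the cutoff of mean plus 3 SD of all tested compounds, set per screening campaign, cut at about 20% in these data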;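 note: 0% = DMSO wells and 100% = biotin wells as full block of FRET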
#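 Material: NR2E3–RetCOR corepressor complex / Incubation: Compound–protein incubation for 5 h at 4 °C / Dosing: compound at 4.8 µM, single dose / Detection: time-resolved FRET / Benchmarks: high control biotin, low control 0.6% DMSO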
# An asterisk follows results filed as active; nt = no result given.
SMILES,hiPSC survival,CaV13 FRET inh,Shn3 3UTR inh,m5-HT2A agonist,Peg3 promoter,MITF TRPM1 inh,NR2E3 ag-1,PDI inh,HIF-2a inh,Cardio protect,NR2E3 ag-2
CC(C)(C)n1ncc2c(=O)n(Cc3ccc(Cl)c(Cl)c3)cnc21,0.0,-2.1,-27.0,-5.2,-13.0,0.9,22.5,-2.4,17.7,0.5,1.8
CCOCCCN1CN(Cc2ccco2)CNC1=S,2.0,1.9,-18.1,-0.9,10.0,0.8,-6.8,11.1,17.3,-1.0,7.5
COc1cccc(-c2ncc3ccccc3c2COC(=O)c2cccc(Br)c2)c1,3.9,-10.8,20.1,-4.2,7.0,-4.3,-1.0,-13.7,-30.0,-8.0,-0.2
CCOC(=O)N1CCN(C(=O)CCNS(=O)(=O)c2ccc3c(c2)c(=O)n(C)c(=O)n3C)CC1,3.9,-5.6,1.0,7.0,6.3,7.4,-21.4,-0.2,18.6,-4.9,2.9
COC(=O)C(C)Sc1nc2c([nH]c3ccccc32)c(=O)n1C (stereo unspecified),4.8,-4.2,8.7,-0.5,15.9,11.9,-1.6,7.3,10.8,1.1,1.9
COc1ccc([C@H]2C[C@@H](n3cc(C4CC4)nn3)[C@H](O)CN2C(=O)c2cccs2)cc1,0.4,-10.2,-28.2,-2.6,-12.0,nt,-16.8,0.5,-3.3,-5.0,nt
Cn1c(C(O)c2ccccc2)nc(Cl)c1Cl (stereo unspecified),2.5,-9.5,-4.0,-1.0,7.8,0.2,-38.6,11.0,8.1,-0.2,-2.5
CCOc1ccc(S(=O)(=O)Nc2cccc(C(=O)NCC(c3ccco3)N(C)C)c2)cc1 (stereo unspecified),-0.6,-6.8,3.0,-3.0,14.4,1.3,22.7,3.0,4.3,-1.6,3.3
CCCc1nn(C)c2c(=O)[nH]c(-c3cc(S(N)(=O)=O)ccc3OCC)nc12,-0.4,-20.9,-6.4,0.7,26.1,9.6,-4.8,-0.7,11.9,1.3,nt
CCOC(=O)c1ccc2nc(C)c(CC)c(Cl)c2c1,0.9,-7.1,-44.2,-0.8,-127.2,-18.0,12.1,3.7,-148.6,-10.4,0.0
Cc1cccc(C(=O)Nc2ccccc2N2CCN(c3ccc(F)cc3)CC2)c1,-3.4,-4.4,16.8,7.0,16.5,3.7,3.5,-4.3,-4.2,0.6,2.4
Cc1cccc(C)c1NS(=O)(=O)c1ccc2c(c1)C(=O)c1ccccc1C2=O,0.7,-4.1,6.7,8.3,-3.8,30.2,5.3,3.4,11.9,-12.6,2.1
COc1ccc(NC(=O)c2cc(C3CCCCN3C(=O)c3cc(F)ccc3C)on2)c(C)c1 (stereo unspecified),-2.8,-4.7,-4.2,3.5,1.5,nt,-28.7,11.4,9.1,-7.4,nt
O=C(COc1ccccc1)Nc1ccccc1N1CCN(c2ccc(F)cc2)CC1,-1.0,-7.8,10.4,-4.4,12.8,-4.6,-13.5,-2.8,-5.8,0.0,2.9
CC(C)CN(C(=O)CSc1nncn1-c1ccccc1)c1c(N)n(CC(C)C)c(=O)[nH]c1=O,1.8,-20.2,-2.0,15.7*,-1.3,12.7,-8.7,0.9,11.5,2.0,5.0
CCOc1ccc(S(=O)(=O)N2CCOCC2)cc1NC(=O)c1ccccc1F,1.1,-4.9,-9.4,-0.1,5.1,-9.7,-1.2,3.8,0.6,-0.4,0.7
Cc1cccc(OCc2nc(-c3ccc(Br)o3)no2)c1,-0.1,1.1,-28.3,-5.6,-91.6,-24.4,-22.7,-2.6,-161.7,-4.2,-2.2
Cc1ccccc1NC(=S)N(C)C1(c2ccccc2Cl)CCCCC1=O (stereo unspecified),-1.2,-3.9,19.2,-7.0,15.3,8.3,9.9,-28.1,11.4,-20.2,-0.2
CC(Sc1n[nH]c(N)n1)C(=O)Nc1ccc(Cl)cn1 (stereo unspecified),0.4,-7.1,9.9,4.0,-4.2,7.5,17.5,14.7,13.5,-5.1,0.4
CCCCn1c(N)c(N(CC(C)C)C(=O)c2cccc(S(=O)(=O)N3CCCCCC3)c2)c(=O)[nH]c1=O,0.7,-8.3,-5.9,2.0,19.1,0.4,0.8,-3.8,6.6,-1.5,2.9
O=C(CSc1nnnn1-c1cccc2c1CCCC2)NC1CCCC1,11.8,-4.9,10.7,-1.6,5.0,-3.6,19.3,5.2,6.2,-15.2,3.4
Cc1ccc(C)c(NC(=O)COC(=O)c2nc(Cl)ccc2Cl)c1,-0.3,-1.9,-13.1,1.4,8.6,4.6,1.6,-3.0,17.7,9.3,2.5
CC(/C=C/c1ccc2c(c1)OCO2)=N/NC(=O)CNc1ccc(C)cc1,2.5,-10.4,8.6,7.2,-6.2,16.8,-8.0,-0.3,-26.6,-6.7,-4.1
COc1ccc(C)cc1NC(=O)CCNS(=O)(=O)c1cccc2nonc12,-0.7,-7.0,17.1,13.9,-13.9,1.5,-13.5,2.7,12.8,1.2,5.9
CCC(C)n1c(SC(C)C#N)nc2ccccc2c1=O (stereo unspecified),0.7,-8.8,24.1,0.3,25.4,13.5,-8.5,-8.6,18.3,-2.0,-1.1
O=C(O)CCC(C(=O)O)n1c(O)c(C2=c3ccccc3=NC2=O)sc1=S (stereo unspecified),7.5,-3.4,-2.9,-0.5,18.1,23.4,-20.7,1.2,2.2,3.7,3.3
c1ccc(OCCSc2nc3ccccc3[nH]2)cc1,0.7,nt,-27.1,0.5,-233.8,-86.1,-71.7,-9.7,-202.2,-10.7,3.3
CCCOc1ccccc1C(=O)NC(CO)C(=O)O (stereo unspecified),-0.8,-3.3,2.9,5.6,9.3,11.8,-5.0,7.3,18.6,3.7,-1.4
CC1Cc2nc(SCC(=O)NCC3CCCO3)n(-c3ccc(F)cc3)c(=O)c2S1 (stereo unspecified),0.5,nt,-7.4,4.5,-10.5,-2.9,-17.7,-1.0,3.8,4.7,1.4
O=C(NC1CCCc2ccccc21)C1CCN(c2nnc(-n3cccc3)s2)CC1 (stereo unspecified),1.0,-6.1,15.1,6.8,5.0,10.4,-16.2,5.9,4.7,-11.0,0.6
CCOC(=O)Cc1csc(N/N=C/c2ccccc2)n1,0.5,-7.3,-19.9,0.4,-128.6,-8.7,10.1,-1.9,40.5*,-2.4,-2.2
CCCn1c(-c2ccccc2)nc2c(=O)n(C)c(=O)[nH]c21,-3.1,-5.0,-9.5,2.0,-3.3,-8.3,-4.7,7.4,10.0,3.0,2.2
COc1c(Cl)cc(Cl)cc1C(=O)Nc1ccc(CN2CCCCC2)cc1,-0.9,5.3,1.8,-8.7,-4.1,-17.6,-9.8,-1.7,11.8,15.1,-0.2
O=C(CO/N=C/c1ccccc1Cl)N1CCCc2ccccc21,1.9,-5.0,5.8,-1.1,10.4,5.0,2.1,3.3,6.5,-6.1,0.9
Cc1[nH]nc2c1C1(CCN(Cc3ccccc3)CC1)C(C#N)=C(N)O2,0.0,-4.6,-17.5,9.1,-8.2,8.4,-7.9,5.5,-1.5,6.8,6.4
Cc1cc(C)nc(SCc2ccc(C(=O)N/N=C3\CC(C)CC(C)(C)C3)cc2)n1 (stereo unspecified),3.5,-4.3,-27.8,6.9,0.2,6.2,-27.7,3.8,14.5,0.8,1.4
COc1cc(C2CC(=O)Oc3cc(C)c(Cl)c(C)c32)cc(OC)c1OC (stereo unspecified),-0.3,-5.8,-2.3,1.2,-5.4,2.1,-0.8,3.3,13.1,-8.7,nt
Cc1ccc(-n2nc(C(=O)c3ccccc3)n3c(=O)c(Cc4ccccc4)nnc23)cc1,1.1,-5.6,1.9,1.3,22.3,4.3,-20.4,-4.5,2.4,2.5,-2.4
COc1ccc(S(=O)(=O)Nc2ccc(-n3cccc3)cc2)cc1,1.7,6.6,-9.3,-3.9,11.7,4.6,-9.6,-4.0,12.8,-7.5,1.9
COc1ccc(/C=C/C(=O)N2CCN(c3ccccn3)CC2)c(OC)c1OC,-0.1,-19.8,-4.3,10.4,-2.7,1.2,1.6,-1.7,4.4,8.0,-0.8
Cc1occc1-c1nnc(SCC(=O)Nc2nc3ccccc3s2)o1,1.7,-9.0,-5.1,0.7,-1.3,0.2,-43.9,-4.2,-30.2,-0.8,1.7
O=C(O)c1ccccc1C(=O)N(c1ccccc1)c1ccccc1,-0.4,-5.6,0.2,2.2,5.9,-58.4,12.8,-2.3,15.2,-1.6,0.0
CCn1cc(C(=O)OCc2ccc(F)cc2)c(=O)c2ccc(C)nc21,2.4,-4.6,16.8,0.3,15.7,7.4,-6.4,-0.3,20.0,11.8,7.2
CC(=O)c1ccc(NC(=O)c2ccc3nc(-c4ccco4)c(-c4ccco4)nc3c2)cc1,0.1,nt,8.5,-0.3,15.1,9.8,-20.7,-2.5,9.6,23.3,-0.4
COCCNC(=O)Cn1nc(-c2ccccc2OC)ccc1=O,-0.2,nt,-11.6,0.0,3.0,-14.2,-6.9,6.5,20.1,0.8,0.1
COc1ccc(N2CCN(C3CCCN(C(=O)C4=C(C)OCCO4)C3)CC2)cc1 (stereo unspecified),-0.4,-8.1,-3.0,-3.0,4.0,0.0,19.3,-8.8,-12.7,-2.1,nt
CC(C)CNC(=S)NNC(=O)c1nn(C)cc1Cl,1.0,nt,-15.5,1.0,-8.6,-1.3,-29.4,-5.7,1.5,2.2,-5.1
O=C(NCc1ccccc1)C(c1c(F)cccc1Cl)N(C(=O)c1csnn1)C1CC1 (stereo unspecified),-0.6,-3.9,-7.4,9.0,5.2,9.3,15.9,-3.6,12.4,3.7,-2.9
O=C(C1COc2ccccc2O1)N1CCOCC1 (stereo unspecified),1.9,nt,-5.4,7.6,0.3,2.6,-7.2,2.5,0.7,-3.0,2.1
OC(c1cc(C(F)(F)F)nc2c(C(F)(F)F)cccc12)C1CCCCN1 (stereo unspecified),-4.1,-5.5,21.2,31.1*,93.5*,35.9,14.2,-2.1,17.9,-41.0,4.0
Cc1ccc(S(=O)(=O)CCC(=O)Nc2nccs2)cc1,5.1,-5.1,17.6,4.9,7.3,-10.9,15.2,-2.7,15.8,3.0,-1.5

# Record cards, from the list above:
# Entry for CCOC(=O)Cc1csc(N/N=C/c2ccccc2)n1 → hiPSC survival = 0.5; CaV13 FRET inh = -7.3; Shn3 3UTR inh = -19.9; m5-HT2A agonist = 0.4; Peg3 promoter = -128.6; MITF TRPM1 inh = -8.7; NR2E3 ag-1 = 10.1; PDI inh = -1.9; HIF-2a inh = 40.5*; Cardio protect = -2.4; NR2E3 ag-2 = -2.2
# Entry for CC(C)CNC(=S)NNC(=O)c1nn(C)cc1Cl → hiPSC survival = 1.0; CaV13 FRET inh = nt; Shn3 3UTR inh = -15.5; m5-HT2A agonist = 1.0; Peg3 promoter = -8.6; MITF TRPM1 inh = -1.3; NR2E3 ag-1 = -29.4; PDI inh = -5.7; HIF-2a inh = 1.5; Cardio protect = 2.2; NR2E3 ag-2 = -5.1

# The order is random. About 3.9% of those tested had a hit in this group.
